TbREL1 primary: TbREL1 inhibition, primary screen; 89,000 compounds, 0.49% hits; inhibition, % at 9.66 µM; TbREL1 RNA ligation, FRET fluorescence; P86926;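 active = inhibition above the mean inhibition across all screened compounds plus 3 SD, cut at about 11% in these data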;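 also: 0% = plate median of test wells and 100% = NSC42067 control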
Target sequence (P86926 whole entry, looked up): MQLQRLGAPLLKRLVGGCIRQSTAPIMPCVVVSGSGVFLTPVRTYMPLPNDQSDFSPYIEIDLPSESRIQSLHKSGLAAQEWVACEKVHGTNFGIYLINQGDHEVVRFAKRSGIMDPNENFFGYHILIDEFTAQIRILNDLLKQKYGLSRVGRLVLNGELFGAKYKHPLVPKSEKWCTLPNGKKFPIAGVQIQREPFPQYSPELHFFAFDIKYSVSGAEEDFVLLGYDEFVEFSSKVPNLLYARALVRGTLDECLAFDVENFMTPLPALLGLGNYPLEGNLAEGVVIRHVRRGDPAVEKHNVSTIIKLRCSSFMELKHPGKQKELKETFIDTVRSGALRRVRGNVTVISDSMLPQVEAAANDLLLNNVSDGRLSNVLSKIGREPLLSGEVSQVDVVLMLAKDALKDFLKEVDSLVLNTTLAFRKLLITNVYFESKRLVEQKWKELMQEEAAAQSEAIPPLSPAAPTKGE
The depositor's hits bear a star.

No.	Molecule	TbREL1 primary
1	COc1cc(CNCc2ccccn2)ccc1OCc1ccc(Cl)c(Cl)c1	9
2	CC(Sc1nnc(NC2CCCCC2)s1)C(=O)N1CCOCC1 (stereo unspecified)	-2
3	Clc1ccc2nc(CSc3nnc(-c4c[nH]c5ccccc45)o3)cn2c1	3
4	CC(c1ccccc1)n1cc(C(=O)NCCCN2CCCC2)nn1 (stereo unspecified)	0
5	CC1=C(C(=O)N2CCc3ccccc32)C2(CCC(C)CC2)OC1=O (stereo unspecified)	-2
6	COCCOC(=O)C1=C(C)N(Cc2ccccc2)C(=O)NC1c1ccc(OC)cc1 (stereo unspecified)	6
7	COc1ccc(N(C)S(=O)(=O)c2ccc3c(c2)oc(=O)n3C)cc1	-1
8	CCCC1=C(C(=O)OCC)C(c2ccccc2OCC)NC(=O)N1C (stereo unspecified)	-1
9	CCOC(=O)C1CCN(C(c2cc3ccc(C)cc3[nH]c2=O)c2nnnn2C2CCCCC2)CC1 (stereo unspecified)	1
10	COc1ccc(CCNC(=O)c2ccc(NC(=O)CC3SC(N4CCCCC4)=NC3=O)cc2)cc1OC (stereo unspecified)	-3
11	CC(C)(C)OC(=O)N1CCN(C(=O)c2cccnc2Cl)CC1	-2
12	O=C(NCc1ccc(F)cc1)C1CCC(CNc2c(N3CCCCC3)c(=O)c2=O)CC1 (stereo unspecified)	-2
13	CC(=O)Nc1nc(N)n(-c2ccccc2)n1	10
14	O=C(NCCC1=CCCCC1)C1CCN(C(=O)Cc2ccccc2)CC1	-2
15	Cc1nc(Oc2ccccc2)c2ccccc2n1	6
16	COc1ccc(Cl)cc1NS(=O)(=O)c1cccc(C(=O)NCCCN2CCCC2=O)c1	2
17	CSCCC(NC(=O)c1ccco1)C(=O)NCC1CCCO1 (stereo unspecified)	3
18	COc1ccc2nc(C)cc(SCC(NC(C)=O)C(=O)OC(C)C)c2c1 (stereo unspecified)	-4
19	CC(=O)c1ccc(S(=O)(=O)NCCCC(=O)NCCc2ccccn2)cc1	-3
20	CC(=O)N1C[C@@H](CO)[C@@H](N(C)C(=O)C(C)(C)C)C[C@H]1c1ccccc1Br	3
21	COC(=O)[C@]12C[C@H](CC(=O)NCC34CC5CC(CC(C5)C3)C4)C(=O)N(Cc3cccc4ccccc34)C1=C[C@H](C1CCCC1)O[C@@H]2C	-1
22	COc1ccc(S(=O)(=O)N2CCCCCC2)cc1C(=O)NCc1ccc(C)cc1	-2
23	Cn1ccc2c(-c3ccc(C(N)=O)cc3)cc3c(c21)C1CCC3O1 (stereo unspecified)	-3
24	CC1=CC(C)C2(COC(c3ccc[n+](C)c3)OC2)C(C)C1 (stereo unspecified)	1
25	CC(C)Cn1c(-c2ccc(Br)cc2)c[nH]c1=S	-11

3 compounds already listed, ordered by the value under TbREL1 primary, descending.
nr	compound	TbREL1 primary
9	CCOC(=O)C1CCN(C(c2cc3ccc(C)cc3[nH]c2=O)c2nnnn2C2CCCCC2)CC1 (stereo unspecified)	1
21	COC(=O)[C@]12C[C@H](CC(=O)NCC34CC5CC(CC(C5)C3)C4)C(=O)N(Cc3cccc4ccccc34)C1=C[C@H](C1CCCC1)O[C@@H]2C	-1
11	CC(C)(C)OC(=O)N1CCN(C(=O)c2cccnc2Cl)CC1	-2

(cont.)
No.	Molecule	TbREL1 primary
26	COc1ccc(-n2c(N)c(C(=O)NCc3ccco3)c3nc4ccccc4nc32)c(OC)c1	-3
27	O=C(N1CCCCC1)N1CCN(C(c2ccccc2)c2ccccc2)CC1	-2
28	c1ccc(-c2c[n+]3c(n2-c2ccccc2)CCC3)cc1	2
29	Cc1ccc(O)c(C2=Nc3ccccc3N=C(c3cccs3)C2)c1	8
30	O=C1c2ccccc2C(c2nnnn2Cc2ccccc2)N1Cc1cccnc1 (stereo unspecified)	-1
31	COc1cc(S(=O)(=O)NCCCn2ccnc2)ccc1Cl	-1
32	CCc1nnc(NS(=O)(=O)c2ccc(NC(=S)NC(=O)/C=C/c3ccc(OC)cc3)cc2)s1	0
33	CCOC(=O)N1CCN(c2ccccc2OC)CC1	2
34	COc1cc(-c2cc(C(=O)N3CCN(c4ccccn4)CC3)c3ccccc3n2)cc(OC)c1OC	-2
35	CCOc1ccccc1N1CCN(Cc2cccc(OC)c2OC)CC1	-2
36	COc1cc(NC(=S)NCCc2c[nH]c3ccccc23)c(OC)cc1Cl	4
37	CCCCCCOc1cccc(N)c1	-3
38	CC(=O)Oc1ccccc1C(=O)Nc1ccccc1C(=O)N1CCCC1	4
39	O=c1cc(CCl)nc2scc(-c3ccccc3)n12	3
40	CC(C(=O)Nc1ccccc1-c1ccccc1)N(C)Cc1nc2ccccc2c(=O)[nH]1 (stereo unspecified)	3
41	CCN(CC(=O)Nc1c(F)cccc1F)C(=O)CSc1ccccc1	5
42	O=C(NCCCN1CCN(CCCNC(=O)c2cc([N+](=O)[O-])ccc2Cl)CC1)c1cc([N+](=O)[O-])ccc1Cl	7
43	CC1(C)Cc2c(sc(NC(=O)c3ccc(S(=O)(=O)N4CCCCCC4)cc3)c2C(N)=O)C(C)(C)N1	-1
44	Cc1ccc(NC(=O)c2ncn(CC(=O)NCc3ccc4c(c3)OCO4)n2)cc1C	4
45	COc1cc(C(C#N)N2CCOCC2)ccc1O (stereo unspecified)	-1
46	CC1CCN(C(=O)CN(c2ccc(Oc3ccccc3)cc2)S(C)(=O)=O)CC1	5
47	Cc1ccc(S(=O)(=O)N(C)c2ccc3c(ncn3C)c2[N+](=O)[O-])cc1	6
48	CC(Sc1nnc(C2CC2)n1C)C(=O)Nc1ccc2c(c1)CCC2 (stereo unspecified)	2
49	Nc1ccn(C[C@@H](CO)OCP(=O)(O)O)c(=O)n1	0
50	COc1ccc(Nc2cc(C(=O)NCCCN3CCN(C)CC3)c3ccccc3n2)cc1	-3
51	Cc1cnc(NC(=O)CSc2nnc(-c3ccccc3)o2)s1	-2
52	CC(=O)N1CCCN(C(=O)Cn2cnc3ccccc3c2=O)CC1	-3
53	N#CC1(c2ccccc2)CCCN1C(=O)c1ccc(Br)cc1 (stereo unspecified)	-2
54	COc1ccc2nc(CNC(=O)C3CCC(=O)N(CCc4ccccc4)C3)[nH]c2c1 (stereo unspecified)	-3
55	CCCC1CCC2(CC1)CCC2OC(=O)Nc1ccc(C)cc1 (stereo unspecified)	-1
56	COc1ccc(S(=O)(=O)Nc2cccc(F)c2)cc1C	2
57	Cc1cc(Nc2ccccc2)nc(N2CCOCC2)n1	2
58	Cc1cccc(C)c1OCc1cc(C(=O)N(C)Cc2nc3ccccc3[nH]2)no1	1
59	N#C/C(=C(/O)c1ccco1)c1nc2ccccc2[nH]1	7
60	Cc1noc(COc2ccccc2OCC(N)=O)n1	2
61	COc1ccccc1NC(=O)CS(=O)(=O)c1cccc2nsnc12	2
62	CCCN(C(=O)CSc1ncnc2sccc12)c1c(N)n(Cc2ccccc2)c(=O)[nH]c1=O	-3
63	CCN(CC)CCCC(C)NC(=O)c1ccc(C(F)(F)F)cc1 (stereo unspecified)	-3
64	Cc1ccc(-c2nnc(N3CCN(C(=O)CSc4ncn[nH]4)CC3)c3ccccc23)cc1	-1
65	Cn1c(N)c(C(=O)CN2CCc3ccccc3C2)c(=O)n(C)c1=O	6
66	COc1ccccc1-c1cccc([C@@H]2C[C@H]3[C@H](CON3C)CN2C(C)=O)c1	2
67	COC(=O)C1(C)Nc2ccccc2C(=O)N1c1ccccc1C (stereo unspecified)	2
68	CCN(CC)CCCN1C(=O)C(O)=C(C(=O)c2sc(C)nc2C)C1c1ccco1 (stereo unspecified)	-1
69	CCOC(=O)N1CCN(C(=O)c2ccccc2N(C)S(C)(=O)=O)CC1	9
70	CCCn1nc([N+](=O)[O-])c(C(C#N)c2nc3ccccc3o2)c(Cl)c1=O (stereo unspecified)	-2
71	O=[N+]([O-])c1ccc2c(c1)C(O)n1nc(-c3ccc(Cl)cc3Cl)nc1S2 (stereo unspecified)	-1
72	Cc1ccc(N(CC(O)COCc2ccco2)S(=O)(=O)c2ccc(C)cc2)cc1 (stereo unspecified)	-2
73	COc1ccc(CNC(=O)CSc2nc3c([nH]2)c(=O)n(C)c(=O)n3C)cc1	1
74	CC(c1nccs1)N(C)C(=O)CCc1nnc(CCc2ccccc2)o1 (stereo unspecified)	0
75	CCCCOc1ccc(/C=C/C(=O)NCCc2nc3ccccc3[nH]2)cc1	0

Further records.
No.	Molecule	TbREL1 primary
76	O=C(COc1ccc(Cl)cc1)NCCCNC(=O)c1cnccn1	-2
77	COCCCNC(=O)CSC1=Nc2ccccc2C2=NC(Cc3c[nH]c4ccccc34)C(=O)N12 (stereo unspecified)	-3
78	CCN1/C(=C2\C(=O)N(C)C(=S)N2c2ccccc2)C=Cc2ccccc21	-1
79	CCOc1ccc(C(=O)Nc2ccccc2CC)cc1[N+](=O)[O-]	0
80	Cc1ccc(C2c3c(oc4ccccc4c3=O)C(=O)N2CCCN2CCOCC2)o1 (stereo unspecified)	-1
81	c1ccc2[nH]c(NC3=NCCC3)nc2c1	3
82	CC(NC(=O)C1CC(=O)N(c2ccc3c(c2)OCCO3)C1)c1ccccc1 (stereo unspecified)	-3
83	Cc1nc(SCc2nc3ccc([N+](=O)[O-])cc3[nH]2)c2oc3ccccc3c2n1	-1
84	COc1cc(Cl)ccc1OCc1cc(C(=O)N(C)Cc2nnc(C)o2)no1	5
85	O=C(NCc1ccccc1)C(Cc1ccccc1)N1C(=O)C2C3CCC(C3)C2C1=O (stereo unspecified)	-3
86	CCCn1c(=O)c2c(nc3n2CCCN3Cc2ccccc2)n(C)c1=O	-9
87	COc1ccc(-c2nnc(SCC(=O)Nc3ccc(C)cc3)n2C)cc1	-2
88	CN1CCN(CCc2nc3cc(NC(=O)COc4ccccc4)ccc3n2C)CC1	7
89	O=[N+]([O-])c1cccnc1N1CCC(c2cc(-c3cccc(C(F)(F)F)c3)n[nH]2)CC1	-1
90	COc1cccc(C(=O)Nc2ccc(C(=O)c3ccccc3)cc2)c1	1
91	Cc1ccc(-c2ccc(C(=O)NCc3ccc(Cl)cc3)o2)c2ccccc12	5
92	O=C(OCC(=O)N1CCCc2ccccc21)c1ccc(F)c(S(=O)(=O)N2CCOCC2)c1	0
93	COc1cc(C(=O)NCCC2=CCCCC2)ccc1OCc1c(C)noc1C	-2
94	CCc1nnc(NC(=O)C2CCCN2C(=O)Nc2ccc(Cl)cc2)s1 (stereo unspecified)	5
95	COCCNC(=S)N1CCC(NC(=O)Nc2ccc(C)cc2)CC1	4
96	CCNC(=O)c1cc2c(=O)n3cccc(C)c3nc2n(Cc2ccc(C)cc2)c1=N	2
97	S=c1[nH]nc(-c2n[nH]c3c2CCC3)n1N=Cc1ccc(Br)s1	-4
98	O=C(COC(=O)c1ccccc1NCCO)Nc1ccc(S(=O)(=O)NC2=NCCCCC2)cc1	-5
99	CC[C@]12C(=O)N(C)C[C@H]([C@@H]3C(=O)N(Cc4ccccc4)C(=O)[C@@H]31)N2C(=O)c1ccc(F)cc1	-1
100	O=C(Nc1ccccc1N1CCOCC1)c1ccc2ccccc2c1	1
101	COc1cccc(-c2nn(-c3ccccc3)cc2CO)c1	-1
102	CCOc1ccccc1NC(=O)C(CC(C)C)NC(=O)C1CCCCC1 (stereo unspecified)	-1
103	CC1CCCCN1S(=O)(=O)c1ccc(NC(=O)c2cccc(-n3cnnn3)c2)cc1 (stereo unspecified)	2
104	COc1ccc(/C=C2/SC(=O)N(CC(O)Cn3c4ccccc4c4ccccc43)C2=O)cc1 (stereo unspecified)	3
105	Cc1cc2c(N3CCCCC3C)ncnc2s1 (stereo unspecified)	0
106	N#CC1(NC(=O)COc2ccc3ccc(=O)oc3c2)CCCCC1	3
107	O=C(Nc1ccc2c(c1)OCCO2)C1CCN(c2nnnn2-c2ccccc2)CC1	-3
108	CCOC(=O)C1=C(c2ccccc2)NC(=O)NC1c1cc(Br)c(O)c(OC)c1 (stereo unspecified)	-4
109	C=CCCCCc1nc2ccccc2c(=O)n1N	-2
110	COc1cc(NC(=O)c2cccs2)c(C(=O)OCC(=O)c2cc(C)n(-c3ccc(F)cc3)c2C)cc1OC	0
111	O=C(OC12CCCN(C1)/C(=C/c1cccnc1)C2)c1ccc(F)cc1 (stereo unspecified)	-2
112	CCOc1ccc(NC(=O)[C@@H](NC(=O)OCc2ccccc2)[C@@H](C)CC)cc1	5
113	Cc1ccc(NC(=O)CN(C)C(=O)C(C)N2CCN(Cc3ccccc3C)CC2)cc1 (stereo unspecified)	1
114	COCCn1c(C(C)C)nc2oc3ccccc3c(=O)c2c1=O	3
115	Cc1cc(C)n2nc(C(=O)OCC(=O)N(C)Cc3ccccc3)nc2n1	4
116	N#Cc1nc(Cc2ccccc2)oc1NCCc1ccccc1	2
117	CCOc1nonc1C(=N)/C(C(C)=O)=C(\C)O	1
118	CCN(CC)c1ccc(/C=C(\C#N)C(N)=O)cc1	2
119	CCSc1nnc(NC(=O)CSc2nc3c(c(=O)n2-c2ccccc2)SCC3)s1	2
120	O=C(Nc1cc(N2CCOCC2)ncn1)NC1(C(F)(F)F)Oc2ccccc2O1	-2

Seven records drawn at random from those above:
No.	Molecule	TbREL1 primary
43	CC1(C)Cc2c(sc(NC(=O)c3ccc(S(=O)(=O)N4CCCCCC4)cc3)c2C(N)=O)C(C)(C)N1	-1
28	c1ccc(-c2c[n+]3c(n2-c2ccccc2)CCC3)cc1	2
73	COc1ccc(CNC(=O)CSc2nc3c([nH]2)c(=O)n(C)c(=O)n3C)cc1	1
85	O=C(NCc1ccccc1)C(Cc1ccccc1)N1C(=O)C2C3CCC(C3)C2C1=O (stereo unspecified)	-3
103	CC1CCCCN1S(=O)(=O)c1ccc(NC(=O)c2cccc(-n3cnnn3)c2)cc1 (stereo unspecified)	2
35	CCOc1ccccc1N1CCN(Cc2cccc(OC)c2OC)CC1	-2
90	COc1cccc(C(=O)Nc2ccc(C(=O)c3ccccc3)cc2)c1	1

Arranged by number of heavy atoms (low to high): part of the list above.
No.	Molecule	TbREL1 primary
37	CCCCCCOc1cccc(N)c1	-3
13	CC(=O)Nc1nc(N)n(-c2ccccc2)n1	10
111	O=C(OC12CCCN(C1)/C(=C/c1cccnc1)C2)c1ccc(F)cc1 (stereo unspecified)	-2
112	CCOc1ccc(NC(=O)[C@@H](NC(=O)OCc2ccccc2)[C@@H](C)CC)cc1	5
16	COc1ccc(Cl)cc1NS(=O)(=O)c1cccc(C(=O)NCCCN2CCCC2=O)c1	2

The list is partial, so the mix of outcomes need not match the whole.
